Kir21 block: Kir2.1 (mouse) channel inhibition. B-score at 10 µM. actives 0.85% (n = 310,000). AID 1672. HEK293-Kir2.1, FluxOR thallium flux fluorescence; active compounds read low;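 active = fluorescence ratio B-score at or below minus 3 SD of library scores, with starting-brightness B-score within 2 SD, cut at about -4.2 in these data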;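 note: channel flux triggered by added potassium and thallium sulfate stimulus; B-score of peak minus minimum fluorescence over baseline after thallium stimulus; more negative B-score means stronger Kir2.1 block with less thallium influx; some compounds called inactive have numbers as strong as hits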
Target sequence (P35561 whole entry, looked up): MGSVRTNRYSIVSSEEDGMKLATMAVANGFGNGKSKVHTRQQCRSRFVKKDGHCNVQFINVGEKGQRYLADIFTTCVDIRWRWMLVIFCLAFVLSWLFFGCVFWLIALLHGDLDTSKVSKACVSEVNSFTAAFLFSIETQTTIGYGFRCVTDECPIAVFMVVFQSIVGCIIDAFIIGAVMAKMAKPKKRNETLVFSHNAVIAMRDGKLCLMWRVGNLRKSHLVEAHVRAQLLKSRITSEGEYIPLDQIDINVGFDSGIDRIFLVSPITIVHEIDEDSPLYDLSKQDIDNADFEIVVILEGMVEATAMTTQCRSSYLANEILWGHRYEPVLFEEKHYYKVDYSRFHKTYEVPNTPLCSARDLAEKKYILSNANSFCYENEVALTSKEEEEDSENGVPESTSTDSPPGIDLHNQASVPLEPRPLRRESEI
KCNQ2 block: KCNQ2 channel blockers in CHO-K1 cells – cell-based, FluxOR thallium flux, B-score, primary screen (AID 2156) | 20 min; active compounds read low | O88943 | B-score at 10 µM | actives 1.1% (n = 310,000);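 active = fluorescence ratio B-score at most minus 3 library SDs, with starting brightness B-score within 2 library SDs, cut at about -5.5 in these data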
STK33 inh: blocks human STK33 kinase activity; inhibition, % at 10 µM; purified STK33, MBP phosphorylation, ADP-Glo luminescence; actives 0.073% (n = 320,000);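 active = inhibition at or above 25%, using the most active replicate where run in duplicate; inactive = inhibition below 25%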
Target sequence (Q9BYT3 whole entry, looked up): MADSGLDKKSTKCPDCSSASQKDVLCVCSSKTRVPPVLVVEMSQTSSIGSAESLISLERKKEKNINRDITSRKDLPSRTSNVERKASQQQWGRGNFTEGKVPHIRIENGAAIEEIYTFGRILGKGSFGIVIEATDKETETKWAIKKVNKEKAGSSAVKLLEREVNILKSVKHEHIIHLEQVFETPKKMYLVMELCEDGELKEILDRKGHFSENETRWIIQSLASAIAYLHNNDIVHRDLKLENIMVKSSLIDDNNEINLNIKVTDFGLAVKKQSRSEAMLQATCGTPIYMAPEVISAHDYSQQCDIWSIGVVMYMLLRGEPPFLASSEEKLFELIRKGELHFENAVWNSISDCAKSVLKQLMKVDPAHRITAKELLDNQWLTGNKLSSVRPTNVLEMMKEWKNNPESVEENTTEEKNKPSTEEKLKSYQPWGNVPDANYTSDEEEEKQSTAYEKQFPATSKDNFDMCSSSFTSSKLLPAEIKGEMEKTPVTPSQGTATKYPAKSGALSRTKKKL
* hit, by the source's call; i = inactive; . = no result given.

Compound	Kir21 block	KCNQ2 block	STK33 inh
CS(=O)(=O)c1ccc(Cl)c(NC(=O)c2cc(=O)[nH]c3ccc(S(=O)(=O)N4CCOCC4)cc23)c1	0.09	i	-0.6
COC(=O)C1CCN(C(=O)NC2CC(=O)N(c3ccc4c(c3)OCCO4)C2)CC1 (configuration not stated)	-0.13	i	-0.6
CCOc1ccc(NC(=O)CCSc2ccc(C)cc2)cc1	-0.06	i	-0.7
CN(CC(=O)Nc1ccc(S(N)(=O)=O)cc1)C1CCCCC1	0.05	i	-1.8
CCOC(=O)CN1C(=O)CSc2ccc(S(=O)(=O)N3CCCC3)cc21	-0.67	i	-0.8
O=C(Nc1ccc(Cl)cc1Cl)NC1CCCC1	0.03	i	0.6
O=C(CN1C(=O)NC2(CCCC2)C1=O)Nc1cc(Cl)ccc1N1CCOCC1	-0.72	i	0.2
CC1(C)CC(=O)c2sc(NS(=O)(=O)c3ccc(Br)cc3)nc2C1	0.35	i	1.4
CC(C)(C(N)=O)N1CCN(c2ncc(C(F)(F)F)cc2Cl)CC1	-3.2	i	0.1
CC(=O)N1CCN(C(=O)c2oc3ccccc3c2C)CC1	-0.04	i	-1.5
O=C1COc2ccc(C(=O)CCl)cc2N1	-1.3	i	0.3
N#Cc1nc(COc2ccccc2Cl)oc1N1CCCC1	-0.32	i	1.0
Cc1ccccc1NC(=O)Nc1ccccn1	0.03	i	-0.4
Cc1ccc(-c2nnn(CC(=O)N(c3ccccc3F)C(C(=O)NC3CCCC3)c3ccncc3)n2)o1 (configuration not stated)	-0.27	i	-0.3
CCCCc1cc(=O)oc2cc(C)cc(OCC(=O)NCCN3CCOCC3)c12	-1.2	i	-0.2
O=C(OCCOc1ccc(Br)cc1)c1ccc(Cl)c(S(=O)(=O)N2CCOCC2)c1	-1.9	i	-0.2
CCOc1ccc(OCC(=O)Nc2ccc(N3CCCCC3)cc2)cc1	0.63	i	0.3
COc1ccc(Cl)cc1NC(=S)N(CCCN1CCOCC1)Cc1cn(C)c2ccccc12	-0.26	i	-2.7
NC(=S)N=Nc1c(O)n(Cc2ccccc2)c2ccccc12	3.2	i	-1.4
O=C(CCCn1c(=O)c2sccc2n(CC(=O)NCC2CCCO2)c1=O)NCc1ccco1 (configuration not stated)	-1.3	i	-1.4
O=C(Nc1nc2ccc(F)cc2s1)c1cccc(S(=O)(=O)N2CCc3ccccc32)c1	-0.04	i	-0.7
Cc1ccccc1SCC(=O)OCC(=O)Nc1ccc(N(C)C)cc1	-0.38	i	-0.6
NS(=O)(=O)c1ccc(NC(=O)CN2CCCCC2)cc1	-0.75	i	-1.1
N=c1c2c(-c3ccccc3)c(-c3ccccc3)n(Cc3ccccc3)c2ncn1CCCn1ccnc1	-8.7*	i	-1.3
Cc1nc(NC(=O)/C=C/c2ccc(Cl)cc2Cl)sc1C(=O)N(C)C	0.73	i	-3.6

Overlap with the part before: 5 entries, then new ones.
Compound	Kir21 block	KCNQ2 block	STK33 inh
O=C(Nc1nc2ccc(F)cc2s1)c1cccc(S(=O)(=O)N2CCc3ccccc32)c1	-0.04	i	-0.7
Cc1ccccc1SCC(=O)OCC(=O)Nc1ccc(N(C)C)cc1	-0.38	i	-0.6
NS(=O)(=O)c1ccc(NC(=O)CN2CCCCC2)cc1	-0.75	i	-1.1
N=c1c2c(-c3ccccc3)c(-c3ccccc3)n(Cc3ccccc3)c2ncn1CCCn1ccnc1	-8.7*	i	-1.3
Cc1nc(NC(=O)/C=C/c2ccc(Cl)cc2Cl)sc1C(=O)N(C)C	0.73	i	-3.6
Cc1ccc(-n2nnnc2Sc2nc([N+](=O)[O-])nn2C)cc1C	-0.51	i	-0.7
COC(=O)[C@H](C)NC(=O)Nc1cc(OC)ccc1OC	-0.54	i	-0.2
CCOC(=O)CC(NC(=O)Cn1nnc(-c2ccccc2Cl)n1)c1ccc(OC)cc1 (configuration not stated)	-0.06	i	-1.4
COc1ccc(C2C(C(=O)c3ccco3)=C(O)C(=O)N2CCN2CCOCC2)cc1 (configuration not stated)	0.67	i	0.3
O=C1OC2(CCCC2)OC(=O)C1=Cc1c[nH]c2ccccc12	0.34	i	-1.3
COc1cccc(NC(=O)c2cc(S(=O)(=O)N3CCc4ccccc43)cn2C)c1	0.48	i	-1.5
CCc1nc(N2CCCC2C(=O)O)c2oc3ccccc3c2n1 (configuration not stated)	2	i	2.5
CC1CCc2cc(F)ccc2N1C(=O)CSc1nnc(-c2cccs2)n1C (configuration not stated)	0.13	i	-1.9
CC(=O)Nc1ccc(OC(=O)c2cc3ccccc3oc2=O)cc1	1.1	i	-0.6
CCc1cccc(NC(=S)N(CCN(C)C)C(C)c2ccncc2)c1 (configuration not stated)	0.46	i	-1.1
CC1(C)CC(=O)c2c(nc(SCC(=O)Nc3nsc(-c4ccccc4)n3)c(C#N)c2-c2ccccc2)C1	-0.03	i	0.4
COc1ccccc1N1CCN(C2CC(=O)N(C)C2=O)CC1 (configuration not stated)	1.1	i	-0.8
COc1ccccc1OCC(=O)NCC1CCCN(Cc2cnn(C(C)C)c2)C1 (configuration not stated)	2.3	i	-0.2
COc1ccc(NC2CCCN(C(=O)CCN3CCOCC3)C2)cc1 (configuration not stated)	-0.14	i	0.5
COc1ccc(/C=N/Nc2nonc2N)c(OC)c1	0.95	i	0.1
CC(C)NC(=O)c1ccccc1NC(=O)Cc1ccc([N+](=O)[O-])cc1	0.03	i	-0.7
CCC(NC(=O)Cc1c(C)c2c(cc(C)c3c(C)c(C)oc32)oc1=O)C(=O)O (configuration not stated)	0.42	i	-1.1
O=C(Cn1nnc2ccccc21)OCC(=O)c1ccc(Cl)c(Cl)c1	-0.03	i	-2.0
COc1ccc([N+](=O)[O-])cc1NC(=O)CCc1ccccc1	3.7	i	1.6
CC1(C)Cc2cccc(OCC(=O)N3CCN(S(=O)(=O)c4ccc(F)cc4)CC3)c2O1	-0.01	i	2.9
O=C(O)c1cc(N/N=C2/CC(c3ccccc3)Oc3ccccc32)ccc1Cl (configuration not stated)	-0.01	i	-2.4
CCN1CCN(C(=O)c2oc(=O)c3ccccc3c2-c2ccc(C)cc2)CC1	-1.2	i	0.2
CCn1ncc(Br)c1C(=O)Nc1ccc2c(c1)OCCO2	-0.02	i	-0.2
O=C(CSc1nnc(-c2cccnc2)n1Cc1ccco1)NCc1ccc2c(c1)OCO2	0.22	i	0.6
Cc1cc(S(=O)(=O)N2CCOCC2)ccc1OCC(=O)N1CCC(C)CC1	-2	i	-1.7
CCN(CC(O)CON=C1c2ccccc2-c2ccccc21)S(=O)(=O)c1ccc(C)cc1 (configuration not stated)	-0.01	i	-1.0
O=C(Nc1cc(C(F)(F)F)ccc1-n1cnc2ccccc21)c1ccccc1	0	i	-1.7
COc1cccc(-c2[nH]nc3c2C(c2ccc(C)o2)C(C#N)=C(N)O3)c1 (configuration not stated)	1.2	i	0.1
CCN(CC(=O)NCc1cccs1)C(=O)/C=C/c1ccc(OC)c(OC)c1	2.2	i	-1.8
Nc1nnc(SCCOc2ccc(Br)cc2)s1	2.2	i	-1.4
Cc1cccc(NC(=O)c2ccc(S(=O)(=O)NCc3cccnc3)cc2)c1C	1.2	i	-2.9
O=C(Nc1nc2cc3c(cc2s1)OCO3)c1ccco1	0.13	i	.
Cc1ccc(NC(=O)C2C(=O)N(CCO)C3(C)CC2c2ccccc2O3)cc1 (configuration not stated)	0.67	i	-1.6
CCOc1ccc(-c2nnc(-c3ccccc3)n2-c2ccccc2)cc1	0.07	i	-0.2
CCN(CC)c1ccc(-c2c(C#N)c(N)nc(OC)c2C#N)cc1	1.1	i	-1.6
CC(OC(=O)c1ccccc1)C(=O)NCCC1=CCCCC1 (configuration not stated)	-3.2	i	-0.3
Cc1cc(SCC(=O)N/N=C/c2ccc(O)cc2O)nc2ccccc12	-2.5	i	0.2
c1ccc(-n2ncc3c(NCc4ccccn4)ncnc32)cc1	0.79	i	0.2
COc1cc(NC(=O)c2ccc([N+](=O)[O-])cc2)c(OC)cc1NC(=O)CC(C)C	-0.02	i	-1.3
O=C(Oc1ccccc1)N(c1ccccc1)c1ccccc1	0.94	i	0.2
O=S1(=O)CCOCCCN1Cc1cccc(C(F)(F)F)c1	-1.2	i	0.0
CSc1nc(Oc2ccc(F)cc2F)cc(C(F)(F)F)n1	-0.19	i	-1.3
O=C(CCCC(=O)N1CCCc2ccccc21)N1CCCc2ccccc21	-1.5	i	-0.2
CC1=C(C(=O)OCc2ccccc2)C(c2ccccc2Br)NC(=O)N1 (configuration not stated)	-0.03	i	0.4
Cc1cc(Cl)ccc1OCCCC(=O)N1CCCCC1	-0.06	i	0.5
O=C1CCCC/C1=C/Nc1ccc(S(=O)(=O)Nc2ncccn2)cc1	1	i	-0.6
COc1nccc(C(F)(F)F)c1C(=O)NC(=O)Nc1c(C)cccc1C	1.4	i	0.2
O=c1[nH]cnc2sc3c(c12)CCCCC3	-0.36	i	1.3
COC(=O)CC1C(=O)NCCN1C(=S)NC(=O)C(c1ccccc1)c1ccccc1 (configuration not stated)	1.7	i	-0.8
CCN1CCc2nc(NC(=O)c3ccccc3)sc2C1	-1	i	1.2

Other entries:
Screens in order: Kir21 block | KCNQ2 block | STK33 inh
CCOc1ccc(C(CC(=O)O)NC(=O)c2ccco2)cc1OC (configuration not stated)
  -0.95 | i | 1.8
O=C(/C=C/c1ccc2c(c1)OCCO2)N1CCN(c2ccc(F)cc2)CC1
  -0.09 | i | -1.7
CN(C)CC(O)COc1ccc(-c2ccc(C#N)cc2)cc1 (configuration not stated)
  1.3 | i | -0.2
CC(C)N1C(=O)CCC1C(=O)N1CCN(c2ccc(F)cc2)CC1 (configuration not stated)
  -0.39 | i | 0.7
Cn1c(=O)c2cnc(-c3ccc(C(F)(F)F)cc3)nc2n(C)c1=O
  1.4 | i | -1.4
O=C(Nc1ccc(NC(=O)c2ccco2)nc1)c1cccnc1
  -1.5 | i | 1.5
CN(CCNC(=O)CN1C(=O)CSc2ccc(S(=O)(=O)N3CCCC3)cc21)Cc1ccccc1
  0.01 | i | -0.9
COc1ccc(/C=C/C(=O)NC(=S)NNC(=O)c2cc(OC)c(OC)c(OC)c2)cc1
  -0.2 | i | -1.5
CCOC(=O)c1csc(NNC=O)n1
  -0.94 | i | -1.0
C/C=C(/C)C(=O)O[C@@H]1[C@H](OC(C)=O)c2c(ccc3ccc(=O)oc23)OC1(C)C
  0.47 | i | 0.2
Cc1cc(C)c(OCC(=O)Nc2ccccc2N2CCOCC2)c(C)c1
  -2 | -9.4* | -0.2
COc1ccccc1N(CC(=O)Nc1c(C)cccc1C)S(C)(=O)=O
  0.33 | i | -0.6
CCOC(=O)C1(Cc2ccccc2)CCN(Cc2cccn2-c2nccs2)CC1
  -0.53 | i | -0.8
Cc1cc(C)c(C#N)c(OCC(=O)Nc2ccccc2)n1
  -0.1 | i | 0.0
CN(C)CCn1c2ccccc2c2nc3ccc([N+](=O)[O-])cc3cc21
  -0.23 | i | -3.0
Cc1sc2ncnc(NC3CCN(Cc4ccccc4)CC3)c2c1C
  -5.5* | i | -0.7
CNC(=S)N/N=C/c1ccc2c(c1)OCCO2
  0.09 | i | .
CC(=O)C1=C(O)C(=O)N(Cc2ccccc2)C1c1ccc(F)cc1 (configuration not stated)
  -0.93 | i | -1.1
O=C(O)c1cc(Br)ccc1NN=C1CCCCC1
  -5.2 | i | .
O=C(CCCCCN1C(=O)CCC1=O)Nc1ccc2c(c1)OCO2
  -0.01 | i | -0.2
CCc1sc(C(=O)N2CCN(c3ccc(F)cc3)CC2)cc1C
  1.4 | i | 0.3
Cc1ccc(NNS(=O)(=O)c2ccc(C)cc2)cc1
  1.5 | i | 0.2
O=C(OCc1cc2ccccc2[nH]c1=O)c1ccccc1
  -0.17 | i | -3.5
O=c1[nH]c(SCCN2CCOCC2)nc(O)c1-c1ccccc1
  -0.28 | i | -0.2
Cc1ccc(S(=O)(=O)N(C)C)cc1NC(=O)COC(=O)C1CCN(S(=O)(=O)c2cccs2)CC1
  0.3 | i | -0.3
Cc1ccc(C(=O)c2cc([N+](=O)[O-])ccc2N2CC(C)OC(C)C2)cc1 (configuration not stated)
  -0.14 | i | -1.7
O=C(Cn1nnc2ccccc21)c1ccc(Cl)cc1
  -0.12 | i | -0.1
O=C(Nc1cc(Cl)ccc1O)C1CCCO1 (configuration not stated)
  -1.9 | i | -0.4
O=C(CCSc1ccccc1)NCCSCc1ccccc1
  -0.49 | i | 1.6
Cc1cccc(Nc2nnc(SCC(=O)c3ccc(O)cc3O)s2)c1
  -1.7 | i | -0.4
CCCC(=O)Nc1nc2ccc(OC)cc2s1
  -0.4 | i | -2.6
Cc1ccc(C(=O)OCN2C(=O)c3ccccc3C2=O)o1
  0.83 | i | 0.6
CCCCNS(=O)(=O)c1ccc(NC(=O)C2CCCO2)cc1 (configuration not stated)
  2.8 | i | -1.5
CC(C)C1Oc2ccccc2N(CC(=O)NCCCN2C(C)CCCC2C)C1=O (configuration not stated)
  0.07 | i | -1.8
COc1ccc(N2CCN(C(=O)Nc3ccccc3C)CC2)cc1
  -2.2 | i | -0.9
CC(C)(C)c1ccc(CN2C3=NCCCN3c3ccccc32)cc1
  -3.9 | i | 0.7

High-throughput results: PubChem BioAssay, several laboratories
